TbREL1 inh: TbREL1 RNA ligase inhibitors, primary screen, biochemical, FRET fluorescence; inhibition, % at 9.66 µM; RNA-editing ligase 1, mitochondrial (Trypanosoma brucei brucei), P86926; AID 1117264, 2014; actives 0.49% (n = 89,000); TbREL1 RNA ligation;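 active = inhibition above the mean inhibition across all screened compounds plus 3 SD, cut at about 11% in these data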;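 note: 0% = plate median of test wells and 100% = NSC42067 control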
Target sequence (P86926 whole entry, looked up): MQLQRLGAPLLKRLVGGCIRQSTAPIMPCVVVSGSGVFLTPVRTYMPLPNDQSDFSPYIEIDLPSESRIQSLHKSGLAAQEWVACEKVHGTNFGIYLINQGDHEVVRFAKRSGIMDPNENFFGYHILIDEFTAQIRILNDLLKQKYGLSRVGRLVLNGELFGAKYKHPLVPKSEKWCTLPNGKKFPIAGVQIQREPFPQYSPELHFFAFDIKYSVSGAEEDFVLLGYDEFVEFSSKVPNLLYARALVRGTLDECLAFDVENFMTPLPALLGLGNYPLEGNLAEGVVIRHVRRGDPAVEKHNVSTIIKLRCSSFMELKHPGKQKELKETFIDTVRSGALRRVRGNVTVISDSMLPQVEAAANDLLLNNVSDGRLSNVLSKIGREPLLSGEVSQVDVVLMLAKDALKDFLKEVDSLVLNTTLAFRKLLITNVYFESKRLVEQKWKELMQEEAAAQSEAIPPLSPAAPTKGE
An asterisk follows results filed as active. Not all compounds are listed; rates above refer to the full screens.

item	mol	TbREL1 inh
1	Cc1ccc(NC2=C(NC(=O)c3ccccc3)C(=O)c3ccccc3C2=O)cc1Cl	1
2	Nc1ccn(CC(=O)N2CCN(c3ccccn3)CC2)c(=O)n1	-1
3	COc1ccc(CN2CCCC(C(=O)Nc3cccc(-n4cccn4)c3)C2)c(F)c1 (stereo unspecified)	-1
4	Cc1ccc(C(=O)N2CCCCC2C(=O)O)o1 (stereo unspecified)	3
5	COc1ccc(-c2noc(CSc3nc4ccccc4c(=O)n3-c3ccccc3)n2)cc1	2
6	Cc1cc(F)ccc1NC(=O)c1ccc(NS(=O)(=O)c2cc(C(C)(C)C)ccc2C)cc1	0
7	C=CCN1C(=O)C(C)(C)Nc2ccccc21	-1
8	O=C(CSCc1nc2scc(-c3cccs3)c2c(=O)[nH]1)Nc1ccccn1	1
9	O=C(Oc1ccccc1N1C(=O)C2CCCCC2C1=O)c1ccccc1F (stereo unspecified)	-2
10	Cn1c(SCc2cccc([N+](=O)[O-])c2)nc2c(c1=O)SCC2	-4
11	CN(Cc1ccc(F)cc1)C(=O)COc1ccc2ccccc2c1	6
12	COc1cccc2cc(NC(=O)C3CCCCC3)c(=O)oc12	0
13	CCCCn1c(SCC(=O)NCc2cccs2)nc2c1c(=O)n(C)c(=O)n2C	0
14	COc1ccc2oc(=O)c(/C(N)=N/NC(=O)c3ccncc3)cc2c1	1
15	CCOC(=O)c1ccc(Oc2nc(SC)nc(N(C)C)n2)cc1	1
16	COc1ccc2[nH]c(C(=O)N3CCC(CO)(Cc4cccc(C(F)(F)F)c4)CC3)c(C)c2c1	-2
17	COC(=O)Nc1nc2c(s1)CCCC2	4
18	COc1cc(C(C(=O)NC2CCCCC2)N(Cc2cccs2)C(=O)Cc2c[nH]c3ccccc23)cc(OC)c1OC (stereo unspecified)	-5
19	O=c1c2[nH]c3ccccc3c2nc2n1CCCS2	0
20	CSCCC(NC(=O)c1ccc(Cl)cc1Cl)C(=O)NNC(=O)c1csc(N2CCOCC2)n1 (stereo unspecified)	-1
21	NC(=O)C1CCN(c2ccnc(Cl)n2)CC1	1
22	O=C(COc1ccccc1)NCC(=O)N1CCCCCC1	2
23	O=C(CCS(=O)(=O)c1ccc(Br)cc1)Nc1ccccn1	4
24	CCN(CC)S(=O)(=O)c1ccc(N2CCc3ccccc3C2)nc1	0
25	NC(c1csc(NC(=O)Nc2ccccc2)n1)C1CCCCC1 (stereo unspecified)	6
26	COc1cc(NC(=O)COc2ccc(C)c(C)c2)ccc1NC(=O)c1ccco1	-2
27	COCCN(C(=O)CCC(=O)Nc1nccs1)C(C(=O)NC(C)(C)C)c1ccc(F)cc1 (stereo unspecified)	-4
28	Cc1noc(C)c1COc1ccc(C(=O)OCC(=O)Nc2cccc(S(=O)(=O)N3CCOCC3)c2)cc1	-1
29	O=C(Nc1cccc(Cl)c1)c1cnn2cccnc12	1
30	COc1ccc(C)cc1Nc1cc(C)nc2ncnn12	3
31	COc1ccc(-c2nc3ccccc3nc2-c2ccc(OC)c(OC)c2)cc1OC	1
32	CC(C)c1ccc(N(C(=O)CNC(=O)c2ccco2)C(C(=O)NC2CCCC2)c2ccncc2)cc1 (stereo unspecified)	-1
33	COc1ccc(CCNC(=O)c2sc3nc4n(c(=O)c3c2C)CCC4)cc1	3
34	CCOc1ccccc1NC(=O)CN(c1ccc(C)cc1)S(=O)(=O)c1c(C)noc1C	0
35	COc1cc(C=Nn2c(-c3cc(-c4ccccc4)n[nH]3)n[nH]c2=S)ccc1OC(C)=O	-2
36	O=C(NCC(=O)N1CCN(C(=O)c2ccco2)CC1)c1cccc(Cl)c1	3
37	CCC1(c2ccc(F)cc2)NC(=O)N(CC(=O)Nc2ccc(-c3nc4ccc(C)cc4s3)cc2)C1=O (stereo unspecified)	0
38	CCOC(=O)c1c(NC(=O)CSc2ncn[nH]2)sc(C(C)=O)c1C	-6
39	COc1ccc(C)cc1NC(=O)C1CCN(S(=O)(=O)c2cccc3nonc23)CC1	-1
40	O=C(Cn1c(=O)sc2ccccc21)NCCOc1ccccc1F	-3
41	Oc1ccc(/C=N/NC(=S)NCc2ccco2)cc1	5
42	O=C(Cn1cnc([N+](=O)[O-])n1)N/N=C/c1ccccc1O	2
43	O=C(Nc1cccnc1)c1cc(-c2ccc(Cl)cc2Cl)on1	0
44	C[n+]1nc(Nc2ccccc2)sc1-c1ccc(O)cc1	-3
45	Cn1c(NC(=O)c2ccc(Cl)cc2Cl)cc(=O)n(C)c1=O	-1
46	COc1ccc(C)cc1NC(=O)CSc1nnc(-c2ccc(C)cc2)o1	2
47	Cc1ccc(S(=O)(=O)N2CCCC(C(=O)N3CCN(C)CC3)C2)cc1 (stereo unspecified)	4
48	Cc1ccc(NC(=O)CNC(=O)C2CCCCC2)nc1	2
49	O=C(CNC(=O)c1ccc(OC(F)F)cc1)Nc1cccc(S(=O)(=O)N2CCCC2)c1	3
50	O=C1OC(Nc2ccccn2)c2ccccc21 (stereo unspecified)	0
51	O=c1oc(C2(O)CCCCC2)cc2ccc(Br)cc12	1
52	COc1ccc(S(=O)(=O)N(C)C[C@@H]2Oc3ccc(NC(=O)Nc4c(C)noc4C)cc3C(=O)N([C@H](C)CO)C[C@@H]2C)cc1	-1
53	c1ccc2c(CSc3nnc(-c4ccncc4)o3)cccc2c1	-3
54	CC(=O)NC12CC3CC(C1)CC(C(=O)N1CCN(S(=O)(=O)c4cccs4)CC1)(C3)C2	5
55	Cc1ccc2nc(NC(=O)C3CCN(S(=O)(=O)c4ccc5c(c4)oc(=O)n5C)CC3)sc2c1	-1
56	COc1ccc2[nH]c3c(c2c1)CCN1C(=O)C(CC(=O)NC(C)(C)C)C[C@H](C(=O)N2CCCCC2)[C@@]31CCc1ccccc1 (stereo partly specified)	-2

New compounds follow
item	mol	TbREL1 inh
57	COc1ccccc1-n1c(C)nnc1SCC(=O)Nc1cccc(C(C)=O)c1	3
58	O=C(NCCc1ccc(Cl)cc1Cl)c1ccc2nc[nH]c2c1	2
59	O=C(N[C@@H](Cc1cccnc1)C(=O)N1CCC[C@H]1C(=O)NCCc1ccccc1Cl)c1cccs1	-1
60	COc1cc(OC)c2c(-c3cccc(-c4ccc(F)c(Cl)c4)c3)cc(=O)oc2c1	4
61	Cc1cccc(C(=O)Nc2ccc(O)cc2C(=O)O)c1	2
62	O=C(N1CCOCC1)N1CCN(S(=O)(=O)c2ccccc2)C1	0
63	CC(=O)N1N=C(c2cccc([N+](=O)[O-])c2)OC1c1ccccc1Cl (stereo unspecified)	7
64	CCn1c(COc2ccccc2)nnc1SCC(=O)Nc1ccc(S(=O)(=O)Nc2cc(C)nc(C)n2)cc1	3
65	Cc1ccc(-n2c3nc(=O)[nH]c(=O)c-3cc3c(C)nn(-c4ccccc4)c32)c(C)c1	-2
66	CC(=O)N1CCN(C(=O)c2ccc(S(=O)(=O)Nc3ccccc3C)cc2)CC1	-1
67	COc1ccc(CC(=O)Nc2cc(Cl)ccc2O)cc1	-4
68	Nc1nc(Cl)cc(Sc2ccc3ccccc3c2)n1	8
69	CC(/C=C1\SC(=S)N(CCC(=O)Nc2cccc(C(=O)O)c2)C1=O)=C\c1ccccc1	-2
70	O=C(CNC(=O)c1ccco1)NCC(c1ccco1)N1CCCCC1 (stereo unspecified)	-1
71	COc1cc(/C=N/NC(=S)NC2CC3CCC2C3)ccc1O (stereo unspecified)	-6
72	O=C(c1ccco1)N1CCN(c2ncnc3c2oc2ccccc23)CC1	0

Continued (2 carried over from the part before).
item	mol	TbREL1 inh
71	COc1cc(/C=N/NC(=S)NC2CC3CCC2C3)ccc1O (stereo unspecified)	-6
72	O=C(c1ccco1)N1CCN(c2ncnc3c2oc2ccccc23)CC1	0
73	O=C(NCc1ccccn1)c1cc(-c2ccccc2Cl)nc2ccccc12	-3
74	O=C(CCCn1c(=O)c2cccn2c2cccnc21)N1CCN(c2ccccc2F)CC1	5
75	CCOC(=O)N1CCC(Nc2c(Nc3ccc(F)cc3)c(=O)c2=O)CC1	0
76	CC(NC(=O)Cc1cccs1)C(c1cccs1)N1CCN(c2ccccc2)CC1 (stereo unspecified)	-5
77	CCOc1ccc(-n2c(=O)c3sccc3n(Cc3cccc([N+](=O)[O-])c3)c2=O)cc1	-1
78	c1ccc(-c2nc3ccccc3c3nc4ccccc4n23)cc1	6
79	O=C1C(=Cc2cn(-c3ccccc3)nc2-c2ccc(OCc3ccccc3F)cc2)SC(=S)N1CCS(=O)(=O)O	4
80	O=S(=O)(c1cccs1)n1cccn1	0
81	COc1ccc(-c2cc([C@H]3[C@@H]4C=CCC[C@@]4(C)C(=O)N3Cc3ccccc3)ccc2F)cc1	-1
82	Cc1c(Cl)cccc1NC(=O)CCN1CCCCCC1	1
83	O=C(CC(c1ccccc1)c1ccccc1)Nc1ccc2c(c1)OCCO2	-4
84	O=C(Nc1cccnc1)c1cc(-c2ccc(F)cc2)on1	0
85	O=C(Cn1cnc([N+](=O)[O-])c1)c1ccc(Cl)cc1	1
86	CCOc1ccc(OCC)c(NC(=O)C2CCCN(S(=O)(=O)c3cnc[nH]3)C2)c1 (stereo unspecified)	-1
87	CCCCN1CC[C@H]2C=CC[C@@H](C(=O)NCc3ccc(OC)cc3)[C@H]2C1=O	0
88	Cc1cc(C(=O)NCc2ccco2)no1	6
89	COc1ccc(Cl)cc1N(C(C)C(=O)NC1CCCC1)S(C)(=O)=O (stereo unspecified)	4
90	O=c1cc(-c2ccccc2Cl)oc2c(NS(=O)(=O)c3ccccc3OC(F)(F)F)ccc(O)c12	2
91	CC(C)c1ccc(N2C(=O)CC(Sc3nc4ccccc4o3)C2=O)cc1 (stereo unspecified)	6
92	CCCCC(CC)CNC(=O)CN1C(=O)NC2(CCc3ccccc32)C1=O (stereo unspecified)	-2
93	C=CCn1c(SCC(=O)NC23CC4CC(CC(C4)C2)C3)nc2cc(C(=O)O)ccc2c1=O	-1
94	CCc1sc(NC(=O)COC)nc1-c1ccccc1	-1
95	CC(C)(C)c1nnc(NC(=O)C2CCN(c3ncccn3)CC2)s1	5
96	CC(=O)Nc1cc2c(nc1C)nc(C)n2Cc1ccc(Br)cc1	1
97	CC(=O)Cc1nsc(Nc2ccc(F)cc2)n1	-2
98	Nc1cccc(CCc2nc3cc4ccccc4cc3[nH]2)c1	-4
99	COCCNC(=O)c1ccc(NS(=O)(=O)c2ccc3[nH]c(=O)[nH]c3c2)cc1	5
100	Cc1nn(CCO)c(C)c1Oc1ccccc1O	3
101	CN1/C(=C\C(=O)c2ccccc2Cl)c2ccccc2CC1(C)C	1
102	COc1cc(-c2cc(C(=O)NCc3ccc(S(N)(=O)=O)cc3)c3ccccc3n2)cc(OC)c1OC	1
103	Cc1ccc(C2N(c3ccccc3)C(=S)N3CCCN23)cc1 (stereo unspecified)	-7
104	COC(=O)c1ccc(/C=C/c2nc3ccccc3c(=O)[nH]2)cc1	2

Continued, starting with the last 7 of the part before.
item	mol	TbREL1 inh
98	Nc1cccc(CCc2nc3cc4ccccc4cc3[nH]2)c1	-4
99	COCCNC(=O)c1ccc(NS(=O)(=O)c2ccc3[nH]c(=O)[nH]c3c2)cc1	5
100	Cc1nn(CCO)c(C)c1Oc1ccccc1O	3
101	CN1/C(=C\C(=O)c2ccccc2Cl)c2ccccc2CC1(C)C	1
102	COc1cc(-c2cc(C(=O)NCc3ccc(S(N)(=O)=O)cc3)c3ccccc3n2)cc(OC)c1OC	1
103	Cc1ccc(C2N(c3ccccc3)C(=S)N3CCCN23)cc1 (stereo unspecified)	-7
104	COC(=O)c1ccc(/C=C/c2nc3ccccc3c(=O)[nH]2)cc1	2
105	Cc1cc(C)n(C(=O)c2c([N+](=O)[O-])cnn2C)n1	2
106	CCOC(=O)c1oc2ccc(CNCCO)c(Cl)c2c1C	1
107	CN(c1ccccc1)S(=O)(=O)c1cccc(C(=O)OCC(=O)NCc2ccco2)c1	1
108	Cc1ccc(N2C(=O)c3ccccc3C2=O)cc1C	-5
109	CCN(c1ccccc1)S(=O)(=O)c1ccc(Oc2ccccc2)c(N)c1	8
110	Cc1c(C(=O)N2CCN(C3CCS(=O)(=O)C3)CC2)oc2c(F)cccc12 (stereo unspecified)	2
111	COc1ccc(CNC(=O)N[C@H](C(=O)O)C(C)C)cc1OC	5
112	O=C(COC(=O)c1ccc([N+](=O)[O-])s1)Nc1ncc(C(F)(F)F)cc1Cl	-1
113	CCOc1ccc(/C=N/NC(=O)CSc2ccccn2)cc1O	-1
114	Fc1ccc(N/N=C/c2ccc(N3CCOCC3)cc2)c(F)c1	-1
115	Cc1ccc(S(=O)(=O)Nc2ccc(Cl)cc2O)cc1	2
116	C[C@@H]1CN(S(=O)(=O)C(C)(C)C)[C@H](CCO)/C1=C\CCO	-2
117	O=C(NCCCc1ccccc1)[C@H](CO)NC1(C(=O)NCCc2c[nH]c3ccccc23)CCCCC1	-3
118	COC(=O)c1ccc(Cn2ccc3ccc(-c4ccc5ccn(C(=O)c6ccccc6C)c5c4)cc32)cc1	-1
119	Cc1ccc(NC(=O)/C(CN(C)C)=N\O)cc1	5
120	CCCNC(=O)C1CC(c2ccccc2[N+](=O)[O-])=NO1 (stereo unspecified)	0
121	Cc1cccc(N2CCN(C(=O)C3CCN(c4ncnc5c4nc4n5CCCCC4)CC3)CC2)c1C	3
122	Cc1cc(C)c(C)c(S(=O)(=O)N2C(=S)NC(=O)C2C(C)C)c1C (stereo unspecified)	3
123	O=C(CNS(=O)(=O)c1ccccc1)NCc1ccco1	0
124	CCOC(=O)C1=C(COC(=O)c2cccnc2SC)NC(=O)NC1C (stereo unspecified)	-1
125	COc1cc(OC)cc(C(=O)NNC(=O)c2nn(C)c(=O)c3ccccc23)c1	0

Entries 119 through 122, quoted:
item	mol	TbREL1 inh
119	Cc1ccc(NC(=O)/C(CN(C)C)=N\O)cc1	5
120	CCCNC(=O)C1CC(c2ccccc2[N+](=O)[O-])=NO1 (stereo unspecified)	0
121	Cc1cccc(N2CCN(C(=O)C3CCN(c4ncnc5c4nc4n5CCCCC4)CC3)CC2)c1C	3
122	Cc1cc(C)c(C)c(S(=O)(=O)N2C(=S)NC(=O)C2C(C)C)c1C (stereo unspecified)	3

Screens (PubChem BioAssay)
